sEH inhibitor = blocks human soluble epoxide hydrolase activity; P34913; recombinant human sEH enzymatic activity assay; inhibition, % at 2 µM; actives 0.34% (n = 91,000); AID 707; in the data active = inhibition above about 80%; also: values of inactives mirror those of a sister screen read the other way; many of its hits are not listed in these tables
Target sequence (P34913 whole entry, looked up): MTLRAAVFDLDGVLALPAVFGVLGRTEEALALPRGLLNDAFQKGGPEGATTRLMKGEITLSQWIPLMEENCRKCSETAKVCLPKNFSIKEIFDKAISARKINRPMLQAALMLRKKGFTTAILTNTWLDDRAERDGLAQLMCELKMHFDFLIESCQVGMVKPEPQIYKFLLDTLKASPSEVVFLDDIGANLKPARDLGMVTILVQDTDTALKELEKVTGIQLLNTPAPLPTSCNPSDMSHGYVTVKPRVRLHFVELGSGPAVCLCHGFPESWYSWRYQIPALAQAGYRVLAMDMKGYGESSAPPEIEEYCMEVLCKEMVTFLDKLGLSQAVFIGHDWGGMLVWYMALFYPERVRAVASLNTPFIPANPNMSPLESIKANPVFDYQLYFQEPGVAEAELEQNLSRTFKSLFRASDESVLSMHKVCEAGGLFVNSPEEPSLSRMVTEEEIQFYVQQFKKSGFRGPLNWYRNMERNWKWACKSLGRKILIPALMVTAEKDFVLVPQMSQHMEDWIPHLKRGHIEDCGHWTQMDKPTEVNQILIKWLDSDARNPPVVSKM
S1P2 agonist = S1P2 (human) receptor agonism | O95136 | AID 729 | activation, % at 4.5 µM | actives 0.46% (n = 97,000) | S1P2-expressing cell line, agonist reporter read-out; in the data active = activation above about 16%;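 also: 0% = vehicle low control and 100% = maximal reference agonist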
Ecoli WT expand = E. coli BW25113 growth inhibition, expanded screen; OD600 absorbance; AID 710; actives 0.15% (n = 98,000); growth inhibition, % at 100 µM;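 active = growth inhibition above about 50% at one test dose, limit read from the data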;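 also: growth measured after 20 h incubation at 37 °C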
sEH activator = soluble epoxide hydrolase (human) activation; P34913; actives 0.04% (n = 91,000); purified human sEH enzymatic activity, activator screen; activation, % at 2 µM; in the data active = activation above about 37%; also: values of inactives mirror those of a sister screen read the other way
PLAP act = human PLAP activation. P05187. purified PLAP enzyme, luminescent substrate read-out; stronger effect = higher value. activation fold at 20 µM. actives 1.2% (n = 96,000); in the data active = activation fold above about 2
Target sequence (P05187 whole entry, looked up): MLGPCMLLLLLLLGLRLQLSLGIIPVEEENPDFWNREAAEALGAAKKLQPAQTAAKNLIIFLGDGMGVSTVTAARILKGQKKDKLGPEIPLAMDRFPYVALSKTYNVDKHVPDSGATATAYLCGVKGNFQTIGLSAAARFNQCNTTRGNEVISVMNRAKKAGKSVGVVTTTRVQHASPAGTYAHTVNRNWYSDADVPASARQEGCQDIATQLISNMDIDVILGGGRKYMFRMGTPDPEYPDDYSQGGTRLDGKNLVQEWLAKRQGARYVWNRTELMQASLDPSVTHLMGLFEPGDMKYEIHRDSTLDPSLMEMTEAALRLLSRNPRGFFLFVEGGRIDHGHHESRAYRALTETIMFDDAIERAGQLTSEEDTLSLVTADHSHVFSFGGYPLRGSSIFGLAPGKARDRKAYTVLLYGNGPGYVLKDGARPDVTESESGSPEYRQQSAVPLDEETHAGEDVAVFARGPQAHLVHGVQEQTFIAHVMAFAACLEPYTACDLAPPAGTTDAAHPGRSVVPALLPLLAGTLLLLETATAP
PostGolgi ctrl = inhibits growth of the yeast control strain; inhibition, % at 10 µM; efflux-deficient yeast background strain, growth absorbance A615, 16 h; actives 5% (n = 98,000); AID 738
S1P2 antag = antagonists of human S1P2 receptor; O95136; cell-based S1P2 antagonist assay, inhibition at 5 uM; inhibition, % at 5 µM; actives 0.21% (n = 97,000); in the data active = inhibition above about 45%;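 also: CRE beta-lactamase reporter cells expressing human S1P2 stimulated with S1P; 0% = agonist at EC80 alone and 100% = agonist plus reference antagonist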
CD11b adhes inh = inhibitors of human CD11b/CD18 binding to fibrinogen; P05107+P11215; K562 CD11b/CD18 adhesion to fibrinogen, ATPlite luminescence; Mn2+ added to activate the integrin; inhibition, % at 10 µM; actives 0.54% (n = 93,000); AID 1497;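 active = primary inhibition of 50% or more at 10 µM, then 40% or more on retest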; also: some results filed as inactive read as strong as hits
PostGolgi yeast = growth inhibition of a yeast mutant, post-Golgi transport screen; post-Golgi transport phenotypic cell assay; inhibition, % at 10 µM; actives 0.9% (n = 98,000); AID 739;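 also: yeast cells grown in 1536-well plates; yeast grown about 18 h at 30C before absorbance read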
* hit, by the source's call; nt = no result given. Rule as the data show it, unless noted: active = inhibition above about 30%; inactive = the rest.

SMILES	sEH inhibitor	S1P2 agonist	Ecoli WT expand	sEH activator	PLAP act	PostGolgi ctrl	S1P2 antag	CD11b adhes inh	PostGolgi yeast
O=C(CCSCCc1ccccn1)Nc1ccc(Cl)cn1	12	-4	21	-13	0.8	-2	2	3	-2
COc1cc(NC(=O)CCC(=O)O)nc(OC)n1	0	-5	-2	-2	0.8	-13	2	-24	-11
CC(=O)Nc1ccc(NC(=O)Oc2ccccc2)cc1	-8	-15	-5	7	0.9	-8	16	0	-8
CSc1ccccc1C(=O)NC1CCCC1	27	-3	1	-26	0.9	5	-26	6	6
CCOc1ccc2nc(NS(C)(=O)=O)sc2c1	-1	-5	1	-1	1	-1	-2	3	2
CCCCN(Cc1ccco1)C(=O)c1cc2c(=O)[nH]c3ccc(C)cc3c2s1	-16	-6	-5	13	1.5	36*	-4	4	0
COc1ccccc1OCC(=O)NCCNC(=O)COc1ccccc1OC	3	-5	1	-3	1.2	0	0	-11	-2
COc1ccc(C2C3=C(CC(C)(C)CC3=O)Oc3ncn(CCCn4ccnc4)c(=N)c32)cc1 (stereo not drawn)	3	-6	3	-3	1.2	1	-25	-8	8
CCCN1C(=O)SC(CC(=O)Nc2ccc(C)cc2)C1=O (stereo not drawn)	11	-2	nt	-9	nt	nt	-17	nt	nt
Cc1nn(S(=O)(=O)c2cccs2)c(C)c1Sc1ccccc1	6	-3	-10	-6	0.9	20	-9	4	-8
O=C(OCc1cc(=O)n2cc(Br)ccc2n1)C1COc2ccccc2O1 (stereo not drawn)	14	-4	-7	-14	0.8	5	12	-2	3
CC1CCCCN1C(=O)Cn1cc(/C=C2/C(=O)Nc3ccccc32)c2ccccc21 (stereo not drawn)	8	-9	-15	-5	1.2	77*	5	16	61*
Cc1c(NC(=O)c2ccc3c(c2)OCO3)cccc1-c1nc2ncccc2o1	28	-5	-3	-30	0.8	3	14	-6	0
Cc1nc(NC(=O)/C=C/c2ccccc2)sc1C(=O)Nc1ccccc1	10	0	-5	-8	0.9	-3	0	nt	2
Cc1ccc(N(CC(=O)NC2CC3CCC2C3)S(C)(=O)=O)cc1C (stereo not drawn)	nt	-4	3	nt	1.4	8	-14	-11	-4
CCc1ccc(CNC(=O)CN2C(=O)COc3ccccc32)cc1	nt	nt	-7	nt	1	10	nt	-17	3
Cc1ccc(NC(=O)CN2C(=O)C3CCCCN3C(=O)c3ccccc32)cc1 (stereo not drawn)	-6	5	6	4	1	1	-10	-2	14
O=C(CN1CCOCC1)Nc1cccc(C(=O)Nc2cccc(C(F)(F)F)c2)c1	22	-4	10	-23	1.4	23	9	-10	-11
O=S(=O)(Nc1nccs1)c1ccc2c(c1)OCCO2	4	-7	15	-4	1.9	1	13	-14	2
CCOC(=O)C1=C(C)Nc2ncnn2C1c1ccc2c(c1)OCO2 (stereo not drawn)	15	-5	5	-13	0.8	3	-8	-2	-3
O=S(=O)(c1ccccc1)c1cnn2c(C(F)(F)F)cc(-c3ccc(F)cc3)nc12	-5	-9	-11	8	0.9	-10	-1	nt	-4
C=CCn1c(=O)c(C(=O)NCCNCC)c(O)c2ccccc21	-5	-3	1	9	1.7	-4	21	11	-3
CCC1CC2CC(NC(C)=O)C1C2 (stereo not drawn)	nt	-7	-1	nt	1.1	33*	8	nt	0
CC(=O)c1sc(NC(=O)C2COc3ccccc3O2)nc1C (stereo not drawn)	13	-3	-11	-14	nt	14	-8	nt	1
O=C(c1ccccc1)c1ccccc1N/C=C/c1nnnn1-c1ccccc1	-8	-6	-18	7	1	35*	14	nt	-1
COC(=O)c1cc(C)sc1NC(=O)C1CC=CCC1C(=O)O (stereo not drawn)	2	-4	-5	-3	1.3	-2	-49	-10	-1
CCCCCn1c(C(Cc2ccccc2)NC(=O)COC)nc2ccccc21 (stereo not drawn)	17	-4	1	-15	1.4	25	1	-15	-3
CC1Cc2ccccc2N1CC(=O)Nc1ccc2c(c1)OCO2 (stereo not drawn)	24	-4	-7	-24	0.8	20	-16	-2	7
Cc1cccn2c(=O)c3cc(C#N)c(=N)n(CCCN4CCOCC4)c3nc12	6	-1	nt	-4	nt	nt	-11	nt	nt
O=C(NCc1ccccc1)C(c1cccnc1)N(Cc1ccco1)C(=O)c1ccccn1 (stereo not drawn)	6	-5	-2	-7	0.9	6	4	-3	-9
CCCOc1ccc(C2/C(=C(\O)c3c(C)[nH]c(C(=O)OC)c3C)C(=O)C(=O)N2CCN(C)C)cc1 (stereo not drawn)	8	-7	-6	-6	1.4	32*	9	-21	1
COc1cccc(-c2noc(N)c2C#N)c1	-8	-5	8	5	0.9	5	15	1	-1
CCOC(=O)N1CCN(C(=O)c2ccc(CN(c3ccc(C)c(C)c3)S(C)(=O)=O)cc2)CC1	nt	-1	-3	nt	1.7	3	1	-9	-14
Cc1ccc(CN(C(=O)c2c(F)cccc2F)C2CC(C)(C)NC(C)(C)C2)o1	nt	nt	3	nt	1.7	7	nt	-6	5
NS(=O)(=O)c1ccc(NC(=O)CSc2ccc3ccccc3n2)cc1	6	-1	-9	-8	0.8	6	-12	5	10
Brc1cccc(-c2nnc3n2CCCCC3)c1	4	1	7	-4	1	20	7	-1	-7
CN(C)CCC(O)(c1ccccc1)c1ccccc1	7	-6	12	-7	0.8	6	-17	9	-3
c1ccc(Nc2nc3ccccc3[nH]2)nc1	-8	-4	37	8	2.2*	19	7	14	6
COc1ccc(N(CC(=O)NCC2CCCO2)S(=O)(=O)c2c(C)noc2C)cc1 (stereo not drawn)	nt	-8	4	nt	1.1	-9	20	nt	-5
CCc1ccc(N(CC(=O)NC2CCCCC2)S(=O)(=O)c2c(C)noc2C)cc1	nt	0	-3	nt	0.9	1	0	-8	0
Cc1cc(C)c(C#N)c(SCc2cc3c(cc2Cl)OCO3)n1	4	1	1	-2	1	18	9	nt	-2
O=C(Cc1ccccc1)NN1C(=O)C2C3C=CC(C3)C2C1=O (stereo not drawn)	-2	-6	3	4	1	9	8	-1	-4
COc1ccc(O)c(-c2c(-c3ccc(Cl)cc3)n[nH]c2C)c1	-1	-3	4	2	1.4	26	-12	48	-4
Cc1ccnc(N2CCN(c3c4c(c(C#N)c5nc6ccccc6n35)CCC4)CC2)c1	-7	-6	nt	11	nt	nt	2	nt	nt
O=C(c1cc2ncc(Br)cn2n1)N1CCN(C(=O)c2ccco2)CC1	-15	0	-5	9	0.8	-10	11	-17	-2
CC(C)(C)NC(=O)C1Cc2ccccc2CN1C(=O)Nc1ccccc1Cl (stereo not drawn)	-1	-4	1	1	0.9	9	4	nt	1
Cc1onc(-c2ccccc2)c1C(=O)Nc1ccc2c(c1)OCCO2	nt	nt	0	nt	1	7	nt	4	0
COc1ccc(NC(=O)CSc2nnc(-c3ccccc3)n2Cc2ccco2)c(OC)c1	-7	-1	10	7	1.5	10	8	14	12

Given comma-delimited: entries from further up
Structure,sEH inhibitor,S1P2 agonist,Ecoli WT expand,sEH activator,PLAP act,PostGolgi ctrl,S1P2 antag,CD11b adhes inh,PostGolgi yeast
O=C(c1cc2ncc(Br)cn2n1)N1CCN(C(=O)c2ccco2)CC1,-15,0,-5,9,0.8,-10,11,-17,-2
CC(C)(C)NC(=O)C1Cc2ccccc2CN1C(=O)Nc1ccccc1Cl (stereo not drawn),-1,-4,1,1,0.9,9,4,nt,1
Cc1onc(-c2ccccc2)c1C(=O)Nc1ccc2c(c1)OCCO2,nt,nt,0,nt,1,7,nt,4,0

New compounds follow
SMILES	sEH inhibitor	S1P2 agonist	Ecoli WT expand	sEH activator	PLAP act	PostGolgi ctrl	S1P2 antag	CD11b adhes inh	PostGolgi yeast
CC1(C)CC(=O)C2=C(C1)OC(N)=C(C#N)C2c1cccc(OC(=O)c2ccco2)c1 (stereo not drawn)	-2	-8	26	3	1.1	5	-4	23	12
Cn1nc(-c2ccccc2)c(-c2nc(-c3ccc(Cl)cc3)no2)c1Cl	10	-6	-8	-11	1.1	-6	4	14	2
CC(C)c1ccc(N(C(=O)C(F)(F)F)C(C(=O)NC2CCCCC2)c2ccncc2)cc1 (stereo not drawn)	nt	-4	-9	nt	0.9	-10	3	nt	-8
COc1ccc(Cc2c(O)nc[nH]c2=O)cc1	-10	-6	2	12	1	1	-6	-8	-1
COc1ccc(N(CC(=O)O)S(=O)(=O)c2cccnc2)cc1	-16	-5	1	13	1	7	16	-20	3
O=C(CS(=O)(=O)c1c[nH]c2ccccc12)N1CCCc2ccccc21	-9	-6	8	7	1.3	3	20	-5	3
Cc1cccc(OCC(=O)Nc2nnn(C)n2)c1C	8	-2	nt	-4	nt	nt	-18	nt	nt
CCC1Oc2ccc(Cl)cc2N(CC(=O)O)C1=O (stereo not drawn)	-5	-7	-1	4	1	3	8	-5	-2
Cc1cccn2cc(CCNS(=O)(=O)c3ccc4c(c3)OCCO4)nc12	-1	-5	10	0	1.3	7	-8	-6	-9
CCOC(=O)N1CCC(NCCNC(=O)c2ccc(Cl)cc2)CC1	14	-6	5	-11	1	17	-149	-7	-3
COc1cc(C(=O)N2CCC(N3CCCCCC3)CC2)cc(OC)c1OC	-1	-6	nt	3	nt	nt	-3	nt	nt
COc1ccc(C2(CNC(=O)CCC(=O)O)CCCC2)cc1OC	-10	0	1	11	1.2	0	-18	-38	-6

3 compounds from above, limited to S1P2 antag and PostGolgi ctrl:
SMILES,S1P2 antag,PostGolgi ctrl
O=C(CS(=O)(=O)c1c[nH]c2ccccc12)N1CCCc2ccccc21,20,3
Cc1cccc(OCC(=O)Nc2nnn(C)n2)c1C,-18,nt
CCC1Oc2ccc(Cl)cc2N(CC(=O)O)C1=O (stereo not drawn),8,3

Next section:
SMILES	sEH inhibitor	S1P2 agonist	Ecoli WT expand	sEH activator	PLAP act	PostGolgi ctrl	S1P2 antag	CD11b adhes inh	PostGolgi yeast
Cc1cccc2[nH]c3c(N4CCC5(CC4)OCCO5)ncnc3c12	9	-3	3	-8	1	24	14	20	14
COC(=O)[C@@H](NC(=O)NC1CCN(Cc2ccccc2)CC1)C(C)C	10	-6	-2	-13	1	-1	21	-11	-2
O=C(Cn1nnc2c(cnn2-c2ccccc2)c1=O)NCc1cccs1	-2	-5	-1	4	0.9	-5	0	-5	-1
Cc1ccc(-n2c(SCC(=O)N3CCOCC3)nnc2-c2cccnc2)cc1	-2	-6	8	2	1.1	-6	4	-1	6
COc1cc(/C=C2\C(=O)N(CCC#N)N=C2C)c(Br)cc1OC(C)C	10	-5	nt	-10	nt	nt	-12	nt	nt
O=c1c(-c2cccc3ccccc23)[n+]([O-])c2ccccc2n1O	-6	-2	-3	5	1.1	3	10	2	15
COc1ccc(/C=C2\SC(=O)N(CCNC(=O)C3CC(=O)N(c4ccccc4)C3)C2=O)cc1 (stereo not drawn)	-10	-9	-8	9	1	25	-9	2	2
Cc1cc(S(=O)(=O)Nc2ccc(N(C)C)cc2)c(C)s1	-14	-5	-2	13	0.9	48*	6	-4	20
CCN1CCCC1CNC(=O)c1cc2c(C)nc3ccccc3c2o1 (stereo not drawn)	5	-2	5	-6	1.5	4	23	10	4
Cn1cccc1Cc1nnc(SCC(=O)Nc2ccccc2)n1-c1ccc(F)cc1	nt	nt	4	nt	1.3	1	nt	-6	4
OCc1ccccc1CNCc1ccccc1	1	-4	4	-1	0.9	-5	10	-11	-1
CCOC(=O)C1CCN(S(=O)(=O)c2cccc(-c3cn4cccnc4n3)c2)CC1	-6	-4	1	8	0.9	0	-1	10	16

With a hit mark in PLAP act, of those listed so far:
mol	sEH inhibitor	S1P2 agonist	sEH activator	PLAP act	PostGolgi ctrl	S1P2 antag	CD11b adhes inh
c1ccc(Nc2nc3ccccc3[nH]2)nc1	-8	-4	8	2.2*	19	7	14

The list continues:
SMILES	sEH inhibitor	S1P2 agonist	Ecoli WT expand	sEH activator	PLAP act	PostGolgi ctrl	S1P2 antag	CD11b adhes inh	PostGolgi yeast
CN1CCN(C(=O)CSc2nc(-c3ccncc3)ccc2C#N)CC1	nt	nt	-2	nt	1.2	8	nt	-2	-5
FC(F)(F)c1nnc2ccc(N3CCCCCC3)nn12	-6	-8	1	8	0.8	7	6	8	17
Cn1c(=O)[nH]c(=O)c2c1nc(NCCCn1ccnc1)n2Cc1ccccc1	-4	-7	1	4	1.9	7	-3	-12	-1
C[C@H](C(=O)C=[N+]=[N-])N1C(=O)c2ccccc2C1=O	-15	0	-11	14	0.8	15	0	8	2
CS(=O)(=O)N1CCCC(C(=O)N2CCOCC2)C1 (stereo not drawn)	nt	nt	5	nt	1	-5	nt	-1	0
CCOC(=O)c1c(C)sc(Sc2ccc(Cl)cc2[N+](=O)[O-])c1OC	-2	5	-3	1	0.9	22	14	13	3
CCC(C)(C)n1nnnc1C(C(C)C)N1CCN(C)CC1 (stereo not drawn)	nt	-1	-8	nt	1.1	9	10	2	-8

Screening data deposited in PubChem by several laboratories.
